Bioassay records deposited in PubChem BioAssay by several laboratories.
ABHD5 PLIN5 PPI: blocks binding of human ABHD5 to perilipin-5; Q00G26+Q8WTS1; AID 602281; Split G. princeps luciferase complementation, luminescence, 4 h; inhibition, % at 4 µM; 0.78% of 360,000 active;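 active = inhibition above the mean inhibition across every tested compound plus 3 SD, cut at about 22% in these data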;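 note: 0% = DMSO only wells and the 100% control is not disclosed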
Granule exo inh: lytic granule exocytosis inhibition | 0.66% of 360,000 active | inhibition, % at 10 µM | TALL-104 LAMP-1 surface exposure, flow cytometry; cells stimulated with thapsigargin and PMA;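 active = inhibition above about 55%, limit read from the data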
MC4R antag cAMP: antagonists of human melanocortin 4 receptor (MC4R) | P32245 | MC4R-expressing cells, MTII-stimulated cAMP, LANCE TR-FRET | inhibition, % at 6.5 µM | 0.48% of 360,000 active;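 active = inhibition above its plate's cutoff, the mean of tested wells on that plate plus 3 SD, cut at about 29% in these data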;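 note: 0% = Melanotan II alone and 100% = Melanotan II plus saturating MCL0020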
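Material – human MC4R-expressing U2OS cells · Repeats – no replicates · Detection – TR-FRET with Eu-cAMP and labeled anti-cAMP, 671 nm · Times – compound 30 min, challenge 1 h, detection 1 h · Compound – single nominal compound dose of 6.5 µM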
ABCB6 inh 2: inhibitors of human ABC transporter ABCB6; AID 602162; K562-ABCB6 porphyrin accumulation, flow cytometry, 1 h; hits give low values; fluorescence ratio to DMSO, % at 10 µM; Q9NP58; 0.19% of 360,000 active;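 active = fluorescence ratio to DMSO below 75%, the collection mean minus 3 SD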;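 note: signal is porphyrin accumulated inside mitochondria; 100% equals median channel fluorescence of DMSO control wells; lower ratio means ABCB6 inhibition with less porphyrin fluorescence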
Target sequence (Q9NP58 whole entry, looked up): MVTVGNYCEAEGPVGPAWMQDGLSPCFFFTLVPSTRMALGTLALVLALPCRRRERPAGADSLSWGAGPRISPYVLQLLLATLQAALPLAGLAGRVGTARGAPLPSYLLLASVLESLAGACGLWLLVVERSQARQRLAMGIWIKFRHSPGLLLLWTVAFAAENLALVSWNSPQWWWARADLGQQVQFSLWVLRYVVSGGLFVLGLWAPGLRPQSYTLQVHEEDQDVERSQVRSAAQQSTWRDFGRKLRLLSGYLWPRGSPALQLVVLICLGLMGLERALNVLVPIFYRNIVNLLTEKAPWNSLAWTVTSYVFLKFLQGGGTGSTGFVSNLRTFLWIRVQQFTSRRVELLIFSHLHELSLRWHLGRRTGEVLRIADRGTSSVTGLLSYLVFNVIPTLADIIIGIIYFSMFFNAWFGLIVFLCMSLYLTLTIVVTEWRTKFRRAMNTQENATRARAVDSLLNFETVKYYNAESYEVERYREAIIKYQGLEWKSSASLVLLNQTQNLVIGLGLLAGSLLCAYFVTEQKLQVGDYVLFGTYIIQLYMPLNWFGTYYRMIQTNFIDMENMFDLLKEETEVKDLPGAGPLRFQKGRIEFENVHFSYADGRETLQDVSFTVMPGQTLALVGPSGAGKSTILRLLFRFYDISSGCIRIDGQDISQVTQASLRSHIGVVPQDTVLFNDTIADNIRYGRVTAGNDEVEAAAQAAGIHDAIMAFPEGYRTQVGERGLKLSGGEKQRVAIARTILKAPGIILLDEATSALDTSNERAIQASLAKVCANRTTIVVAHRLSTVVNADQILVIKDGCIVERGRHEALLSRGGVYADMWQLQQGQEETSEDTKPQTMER
N-glyco inh: N-linked glycosylation inhibition. 0.23% of 360,000 active. AID 588692. reporter increase, % at 12.5 µM. D54 ERlucT glycosylation luciferase reporter, 24 h; percent of 100 nM tunicamycin response;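 active = mean luciferase reporter signal, scaled so untreated is 0 and the glycosylation-blocking control 100, at or above a set limit in every replicate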;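 note: luciferase carries N-glycosylation sites so blocking glycosylation raises the light; 0% = median of neutral control wells and 100% = median of 100 nM tunicamycin wells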
PDI turbidity: PDI (human) enzyme inhibition; P07237; PDI insulin aggregation turbidity, A650, 90 min; 0.052% of 350,000 active; inhibition, % at 10 µM;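 active = mean inhibition across replicates of 30% or more, whatever share of single replicates reach that level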;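 note: absorbance from insulin aggregation driven by PDI reduction with DTT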
HTR2A ag: mouse HTR2A agonism via beta-arrestin recruitment; CHO-K1 mHTR2A beta-arrestin complementation, luminescence; percent of 30 µM serotonin response; 0.66% of 360,000 active; activation, % at 7.6 µM;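 active = activation above a run cutoff, the mean activation of all tested compounds plus 3 SD, cut at about 14% in these data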;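 note: 0% = plate median of compound wells and 100% = 30 µM serotonin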
H9c2 protect: protects H9c2 cardiomyocytes from peroxide injury. H2O2 injury protection, ATPLite, 2 h. protection from H2O2 cell death, % at 20 µM. 0.63% of 360,000 active;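 active = compounds giving at least 50% protection of heart cells from peroxide-induced death in the single-dose screen, raw or plate-pattern-corrected value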;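 note: 0% = DMSO wells with peroxide and 100% = DMSO wells without peroxide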
CaV13 FRET inh: Disruptors of the CACNA1D IQ motif to Ca2+-dependent inactivation inhibitor domain association, primary screening, Förster resonance energy transfer in intact living …. 0.098% of 340,000 active. HEK cells, CFP/YFP FRET ICDI-IQ, plate reader, 10 min; percent FRET-ratio fall versus neutral wells. inhibition, % at 12.3 µM;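 active = mean replicate inhibition of at least 30% and at least 1% of replicates passing that level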;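 note: 0% = median of the neutral control wells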
MC4R barr agon: activates human MC4R beta-arrestin recruitment | P32245 | U2OS MC4R beta-arrestin complementation, luminescence; percent of melanotan II response, DMSO zero | activation, % at 8.9 µM | 0.98% of 360,000 active | AID 540308;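 active = activation above a per-plate cutoff, the mean activation of sample wells on that plate plus 3 SD, cut at about 8% in these data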
* = called active by the depositor; / = not tested or not shown.

SMILES	ABHD5 PLIN5 PPI	Granule exo inh	MC4R antag cAMP	ABCB6 inh 2	N-glyco inh	PDI turbidity	HTR2A ag	H9c2 protect	CaV13 FRET inh	MC4R barr agon
Cc1cc(C)n2c(SCC(=O)Nc3ccc(F)cc3)nnc2n1	-2.0	5.3	5.1	96.0	1.6	3.8	-0.4	5.7	-17.7	-1.3
Cn1c(CN2CCCCC2)c(C#N)c2ccccc21	-1.5	-4.6	2.5	96.0	-1.9	-2.5	-0.2	-4.5	6.5	-1.9
Cc1ccc(S(=O)(=O)N[C@@H](Cc2ccccc2)C(=O)CCl)cc1	53.0*	3.6	9.1	96.0	-9.1	0.7	6.6	-15.1	-4.7	-0.4
O=C(N/N=C/c1coc2ccccc2c1=O)c1cc(Br)c(O)c(Br)c1	-6.1	-23.7	8.3	99.0	-2.5	7.0	-6.0	-6.2	-9.9	-2.6
O=C1CS/C(=N/N=C2C3CC4CC(C3)CC2C4)N1	-2.3	-5.8	20.3	100.0	1.6	-1.4	-6.0	-4.3	-3.5	3.0
COc1ccc(C(=O)/C=C/Nc2ccc(NC(C)=O)cc2)cc1OC	-2.4	0.3	6.8	99.0	1.4	7.2	9.1	21.6	-9.3	-0.9
O=C(CCCN1C(=O)CCC1=O)Nc1ccccc1F	-1.8	-2.8	1.6	97.0	0.1	1.5	1.7	-1.4	-8.4	-1.0
O=C1COc2ccc(C(=O)COC(=O)c3c(F)cccc3Cl)cc2N1	-12.2	-2.5	7.1	101.0	-1.5	6.0	-2.9	-3.7	-5.0	1.4
CCc1nnc(NC(=O)CSc2nnc(Cc3ccc(OC)cc3)o2)s1	-4.3	0.4	1.4	105.0	-0.5	-3.9	0.8	5.7	-6.0	-1.2
COC(=O)CN1C(c2cccc(Cl)c2)=Nc2ccc(Cl)cc2C1c1ccccc1 (stereo unspecified)	-12.0	-3.8	6.6	98.0	-4.2	14.2	-1.6	6.2	-15.1	1.1
CCOC(=O)c1cc(-c2ccco2)nn1-c1ccc(C)cc1	3.2	7.1	19.1	100.0	-2.4	0.9	1.2	-2.8	-4.7	-1.5
N#CCOc1ccccc1P(=O)(c1ccccc1)c1ccccc1	6.5	2.0	-3.4	90.0	-0.4	-2.4	6.7	-3.3	-14.6	0.3
CC1CCN(c2ccc(S(=O)(=O)N3CCC(C)CC3)cc2N)CC1	-11.3	3.5	7.6	94.0	-1.3	-10.7	-1.1	-17.6	-13.6	0.1
Cc1nc([N+](=O)[O-])cn1CC(O)c1ccc(-c2ccccc2)cc1 (stereo unspecified)	-3.2	0.7	19.6	99.0	0.1	0.2	-4.6	2.8	-4.9	-1.4
O=C(C=Cc1ccco1)c1ccc([N+](=O)[O-])cc1	35.2*	-4.1	-3.2	99.0	3.2	14.0	2.1	7.5	-5.4	-0.7
O=C(O)CCNS(=O)(=O)c1ccc(Oc2ccccc2Cl)cc1	-1.7	1.2	2.3	96.0	2.4	8.1	-0.4	-2.5	-5.4	-0.9
CCC(=O)N[C@H]1CC[C@@H](CCn2cc(C3CC3)nn2)O[C@@H]1CO	-5.2	-2.2	/	/	/	/	2.0	/	-6.0	/
CN(C)CCCNS(=O)(=O)c1ccc(N2CCN(Cc3ccc4c(c3)OCO4)CC2)c([N+](=O)[O-])c1	8.9	-2.4	3.6	91.0	2.6	0.9	-13.4	-17.4	-3.0	-1.5
COc1ccc(NC(=O)CN(C)C(=O)c2cn(-c3ccccc3)nc2-c2ccc(Cl)cc2)cc1	-7.3	9.8	8.4	98.0	0.0	-1.9	-0.1	-7.2	-2.2	-0.3
CCN(C(=O)CCNC(=O)Cn1cnc2ccccc2c1=O)c1ccccc1F	-8.9	-10.5	-2.1	102.0	0.8	-6.5	7.8	17.4	-3.9	0.2
O=C(COc1ccccc1)N1CCN(C(=O)c2ccco2)CC1	-0.7	-1.6	8.0	99.0	3.3	0.1	-3.5	-1.1	-8.1	0.2
CC1CCN(CC(=O)Nc2ccc(C(=O)N3CCCCC3)cc2)CC1	7.5	-7.0	18.9	93.0	0.4	-1.1	1.4	2.7	-20.0	0.8
Cc1c(-c2ccccn2)c(=O)[nH]n1-c1ccc(F)cc1	-0.3	-0.7	9.5	100.0	-14.4	-1.7	-1.2	-11.5	3.2	-0.4
CCS(=O)(=O)Nc1ccc(C2=NN(C(C)=O)C(c3cccs3)C2)cc1 (stereo unspecified)	-5.7	5.3	-12.1	93.0	17.8	9.6	-5.9	3.0	-9.9	-2.0
C[C@H](NC(=O)c1cccc([N+](=O)[O-])c1)C(=O)OCC(=O)c1ccccc1Br	0.5	0.4	7.9	87.0	1.0	-1.9	-7.0	0.5	-2.6	-1.7
Other records.
SMILES	ABHD5 PLIN5 PPI	Granule exo inh	MC4R antag cAMP	ABCB6 inh 2	N-glyco inh	PDI turbidity	HTR2A ag	H9c2 protect	CaV13 FRET inh	MC4R barr agon
Brc1cnc2nc[nH]c2c1	3.6	-2.9	8.9	101.0	-2.3	-0.5	-0.2	8.7	-20.9	-1.2
CC1=C(C(N)=O)C(c2ccccc2[N+](=O)[O-])n2ncnc2N1 (stereo unspecified)	-4.5	11.2	-12.3	100.0	7.6	-0.8	3.0	-5.3	-20.5	1.5
Cc1cc(-c2ccc(N3CCOCC3)cc2)nc2ccccc12	-4.5	-6.5	18.9	121.0	2.0	-1.0	-1.1	-20.0	-4.7	1.7
CCOC(=O)c1c(C)n(OCc2ccccc2)c2ccc3c(no[n+]3[O-])c12	1.5	1.3	-4.3	102.0	0.6	5.7	-1.9	-4.7	-5.1	-1.0
COc1ccc(NC(=O)c2cc(-c3ccc(F)cc3OC)n[nH]2)c(C)c1	-17.5	-3.3	9.2	98.0	0.6	-1.2	-2.1	1.2	-5.0	-0.1
CC(Oc1ccc(C#N)cc1)C(=O)NC1CCCC1 (stereo unspecified)	8.1	7.5	11.8	97.0	1.1	-0.4	-2.8	-2.9	-2.0	-0.2
COc1ccc(C(=O)c2nccc3cc(OC)c(OC)cc23)cc1OC	-0.4	0.0	-15.7	101.0	2.8	-3.1	3.8	8.3	/	-1.9
COc1ccc(NS(=O)(=O)c2ccc(C)c(C(=O)N(C)CC(=O)Nc3cccc(OC)c3)c2)cc1	2.4	-2.6	4.6	90.0	-0.9	1.0	-2.2	-1.7	-6.4	-2.6
COc1cc(=O)n2c(n1)SCCC2	-0.9	0.6	16.0	100.0	3.5	6.0	3.2	-0.5	/	2.7
CCCCCCCCN1C(=O)[C@H](CC(=O)NCCCOCCCC)C[C@@]2(C(=O)OCC)CCCC=C12	9.4	75.9*	/	96.0	/	/	-5.7	/	-7.2	/
CC(C)CC1(C(=O)NCc2ccccn2)C=CCN1C(=O)c1ccccc1 (stereo unspecified)	-3.1	-0.3	9.1	105.0	1.8	4.1	-3.0	-0.4	-5.7	-1.0
Nc1nonc1-c1nc2ccccc2n1CC(=O)N1CCCCC1	-2.1	-1.0	11.9	114.0	-0.1	0.8	-3.1	26.9	-2.1	-0.9
O=C(NCCO)c1cccc(-c2cnc3c(Nc4cccc(OC(F)(F)C(F)F)c4)nccn23)c1	2.8	-23.3	5.7	93.0	3.8	-12.0	0.9	36.3	-4.4	-1.3
O=C(Nc1cccc(C(=O)O)c1)/C(=C\c1ccc2c(c1)OCO2)NC(=O)c1ccccc1	2.9	-1.6	-8.6	85.0	0.1	14.3	-2.2	1.1	6.7	-3.0
O=C(CNc1cccc([N+](=O)[O-])c1)N1CCN(S(=O)(=O)c2ccc(Cl)cc2)CC1	-12.2	-1.0	1.4	96.0	0.1	-4.5	-5.4	-7.4	/	-2.4
Cc1ccc2[nH]c(O)c(N=Nc3ccccc3[N+](=O)[O-])c2c1	2.8	-4.7	-6.5	95.0	0.9	-1.0	-1.7	-4.9	-6.1	-2.0
COc1ccc(C(=O)N=C2SC3CS(=O)(=O)CC3N2c2ccc(N(C)C)cc2)cc1OC (stereo unspecified)	-9.2	-8.0	9.7	97.0	0.2	-7.2	1.3	1.3	-7.0	1.4
C[C@@H]1CN([C@@H](C)CO)S(=O)(=O)c2ccc(Br)cc2O[C@H]1CN(C)Cc1ccncc1	11.6	1.5	11.7	99.0	-2.7	-1.3	-3.2	26.0	-6.7	-0.1
O=C(CN1C(=O)CSc2ccc(S(=O)(=O)N3CCCCC3)cc21)NCc1cccnc1	2.0	6.9	6.3	104.0	0.5	3.7	-1.9	4.6	-1.5	-2.5
C=CCn1c(SCC(=O)NCc2ccc3c(c2)OCO3)nnc1C1CCCCC1	3.2	1.1	0.3	91.0	-2.2	-7.6	-1.6	3.4	-4.4	-1.8
COc1ccc(C(C(=O)NC(C)(C)C)N(Cc2cccnc2)C(=O)CCC(=O)Nc2cc(C)on2)cc1 (stereo unspecified)	-4.3	-7.7	12.8	105.0	1.3	6.0	13.3	-2.2	-2.6	0.5
Cc1ccc(NCC(=O)N2CCN(S(=O)(=O)c3ccccc3)CC2)cc1F	-13.1	-12.0	11.4	94.0	1.7	3.2	10.1	-4.1	/	-1.4
COc1ccc(CC(=O)NNC(=O)c2cccs2)cc1OC	2.9	-0.9	3.1	99.0	2.2	1.7	2.2	5.0	-7.4	-0.4
CCCOc1cccc(C(=O)NC(=S)Nc2cccc(C(F)(F)F)c2)c1	-1.6	-0.9	6.0	102.0	-0.2	5.3	-3.4	-5.8	-9.9	-2.4
CC(=O)NC(=S)Nc1ccc(S(=O)(=O)Nc2nc(C)cc(C)n2)cc1	10.6	-0.1	-6.2	101.0	0.8	-7.1	6.3	-6.9	-5.5	-1.2
Cc1ccc(SCC(=O)c2c(C)[nH]c3ccccc23)cc1	4.5	-1.3	11.9	100.0	-1.4	7.8	3.8	7.5	-2.8	0.5
CC(C)c1cc(C(=O)N(C)C2CCCN(Cc3ccccc3F)C2)n(C)n1 (stereo unspecified)	-12.7	-3.6	7.6	101.0	-1.6	-1.2	1.0	-0.8	-11.2	2.0
O=C(Nc1cc(Cl)ccc1N1CCOCC1)c1ccc(F)c(S(=O)(=O)N2CCOCC2)c1	4.8	0.0	13.5	90.0	-1.0	-4.3	6.0	3.2	-2.5	-0.3
Cn1nc(N2CCN(S(=O)(=O)c3ccccc3)CC2)c(=O)n(C)c1=O	5.9	-2.5	1.8	101.0	0.3	-7.1	0.3	-0.5	-18.1	-2.8
Cc1cnc(C(=O)Nc2nnc(C)s2)cn1	-2.1	-1.0	8.3	98.0	0.3	3.9	1.4	-9.0	/	-0.1

Sorted by number of heavy atoms (smallest number first): part of the list above.
SMILES	ABHD5 PLIN5 PPI	Granule exo inh	MC4R antag cAMP	ABCB6 inh 2	N-glyco inh	PDI turbidity	HTR2A ag	H9c2 protect	CaV13 FRET inh	MC4R barr agon
Cc1ccc2[nH]c(O)c(N=Nc3ccccc3[N+](=O)[O-])c2c1	2.8	-4.7	-6.5	95.0	0.9	-1.0	-1.7	-4.9	-6.1	-2.0
CC(=O)NC(=S)Nc1ccc(S(=O)(=O)Nc2nc(C)cc(C)n2)cc1	10.6	-0.1	-6.2	101.0	0.8	-7.1	6.3	-6.9	-5.5	-1.2
CC(C)CC1(C(=O)NCc2ccccn2)C=CCN1C(=O)c1ccccc1 (stereo unspecified)	-3.1	-0.3	9.1	105.0	1.8	4.1	-3.0	-0.4	-5.7	-1.0
O=C(CN1C(=O)CSc2ccc(S(=O)(=O)N3CCCCC3)cc21)NCc1cccnc1	2.0	6.9	6.3	104.0	0.5	3.7	-1.9	4.6	-1.5	-2.5

An unsorted share of the library (roughly 4.2% active in at least one column).
